p53 reactivation – re-activators of mutant p53 | hit rate 0.063% among 320,000 | AID 504706 | H1299 p53-A138V BP100-luciferase reporter, luminescence, 24 h | Potency, µM (titrated, usually from 92.2 µM), for inactives: at the top dose activity change, positive = activation, actives largely listed as activators; also: % of control where 0% means no effect; nearly all actives have a fitted effect of over 45% in size
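p53-null H1299 cells stably carrying temperature-sensitive p53-A138V and a BP100-luciferase reporter were pinned with compounds (4-point, 1:5 series) and held 24 hrs at 37 deg C. Luminescence was read 10 min after detection reagent.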
FLuc modulator – firefly luciferase modulation, counter-screen for miR-21 project; P08659; purified FLuc, Km substrates, luminescence inhibition; Potency, µM (doses to about 57.5 µM), for inactives: top-dose activity change, negative = inhibition, usual class: inhibitors; hit rate 6.9% among 360,000;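 also: plate controls were vehicle for no effect and reference inhibitor for full effect; nearly all actives have a fitted effect of over 55% in size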
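Purified P. pyralis luciferase, 10 nM final, with Km-level 10 uM D-luciferin and 10 uM ATP in 50 mM Tris acetate pH 7.5, 10 mM Mg acetate, 0.01% Tween-20, 0.05% BSA; 6-point qHTS titration about 60 µM downward; luminescence read.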
BRCA1 expr act – BRCA1 expression activation; MCF7-BRCA1-FFLuc reporter, luminescence, 48 h; response scale: scaled: vehicle 0%, 10 µM genistein 100%; AID 624202; Potency, µM (titrated, usually from 46.1 µM), without a hit: top-dose activation, usual class: activators; hit rate 1.1% among 380,000; also: nearly all actives have a fitted effect of over 80% in size; some results filed as inactive show a strong effect at the top dose
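Luminescence from a BRCA1-driven firefly luciferase in MCF7 cells was read after 48 h compound exposure at 37 C. Data normalized against DMSO and a 10microM genistein activation control, then curve-fitted across the titration.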
Rab9 prom act – activates the Rab9 promoter; Huh7 Rab9 promoter-luciferase reporter, luminescence, 24 h; Potency, µM (highest dose often 9.22 µM), for the others: at the top dose activation, negative = inhibition, usual class: activators; hit rate 2.8% among 320,000; also: % of control where 0% means no effect; nearly all actives have a fitted effect of over 60% in size
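Cell-based reporter: Huh7 stable for Rab9 promoter-driven luciferase, plated in reduced-serum medium with 10% FBS at 1500 cells/well, compound-treated 24 h at 37 °C, luminescence read after 10 min reagent.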
MLL CXXC-DNA inh – MLL CXXC-DNA interaction inhibition; Q03164; MLL-CXXC / FITC-HOXA9 DNA fluorescence polarization; Potency, µM (series often up to 115 µM), for the others: at the top dose activity change, negative = inhibition, hits mostly inhibitors; hit rate 0.037% among 290,000; AID 2662; active = well fitted inhibition curve with a large enough effect in the polarisation, with a control signal flat, not every such curve was filed as active; inconclusive = small, poorly fitted or top-dose-only effect, or effect the other way, or a change in a side signal; inactive = no such curve, though single readings can be large or run the other way; the % refers to the polarisation
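Steps: dispense CXXC domain solution (7 uM) → pin compounds or unlabeled HOX-A9 DNA control → 5 min ambient → add FLSN-HOX-A9 solution (50 nM) → spin → 30 min ambient → fluorescence polarization. Tris pH 7.5/NaCl/DTT/BSA buffer.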
ELG1 genotox – genotoxicity induction in ELG1-luciferase HEK293T cells; Potency, µM (titrated, usually from 46 µM), for the others: top-dose activity change, positive = activation, most hits filed as activators; AID 504466; hit rate 1.3% among 330,000; HEK293T ELG1-luciferase reporter, luminescence, 16 h; also: % of control where 0% means no effect; nearly all actives have a fitted effect of over 60% in size
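Screening used a luciferase reporter fused to human ELG1 in HEK293T cells. Luminescence was read on a CCD plate imager after 16 hr exposure and 30 min ONE-Glo incubation.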
uPA generation – blocks generation of uPA at the cell surface; Potency, µM (titrated, usually from 38.3 µM), for the others: at the highest dose activity change, negative = inhibition, usual class: inhibitors; AID 540303; hit rate 0.31% among 330,000; cell surface uPA generation assay, qHTS; active = well fitted inhibition curve with a large enough effect; inconclusive = small, poorly fitted or top-dose-only effect; inactive = no such curve, though single readings can be large or run the other way; tested in mouse RAW 264.7 cells; also: % is scaled to controls: 0 for no effect and ±100 for the full control effect; nearly all actives have a fitted effect of over 55% in size
RORg inh – blocks mouse ROR gamma transcriptional activity | P51450 | AID 2551 | hit rate 5.4% among 310,000 | Drosophila S2 Gal4-RORgamma UAS-luciferase reporter, 20 h | Potency, µM (highest dose often 53.6 µM), without a hit: at the highest dose activity change, negative = inhibition, usual class: inhibitors; also: % is scaled to controls: 0 for no effect and ±100 for the full control effect; nearly all actives have a fitted effect of over 60% in size
Target sequence (P51450 whole entry, looked up, the tested form may be a part): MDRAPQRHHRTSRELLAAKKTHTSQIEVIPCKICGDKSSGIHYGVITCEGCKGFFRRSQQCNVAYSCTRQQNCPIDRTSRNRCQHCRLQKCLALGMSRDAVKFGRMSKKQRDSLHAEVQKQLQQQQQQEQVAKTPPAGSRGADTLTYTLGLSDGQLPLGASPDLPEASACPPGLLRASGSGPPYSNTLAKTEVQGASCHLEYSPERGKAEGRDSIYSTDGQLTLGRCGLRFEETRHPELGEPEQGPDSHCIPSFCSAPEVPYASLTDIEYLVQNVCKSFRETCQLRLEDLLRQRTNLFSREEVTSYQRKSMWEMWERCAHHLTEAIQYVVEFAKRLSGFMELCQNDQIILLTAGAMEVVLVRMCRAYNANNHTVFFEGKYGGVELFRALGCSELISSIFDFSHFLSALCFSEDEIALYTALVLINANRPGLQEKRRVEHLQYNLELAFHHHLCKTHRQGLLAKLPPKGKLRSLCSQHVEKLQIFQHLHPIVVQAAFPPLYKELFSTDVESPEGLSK
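Stable Schneider cell line, Gal4 DNA-binding domain fused to ROR gamma, UAS-luciferase. Cmpd 1 hr RT → CuSO4 700 uM final → 20 hr RT → luciferase reagent 10 min → luminescence.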
VP16 counter – counter-screen for ROR gamma inhibitors: Gal4-VP16 reporter | Drosophila S2 Gal4-VP16 UAS-luciferase, luminescence, 20 h | AID 2546 | Potency, µM (titrated, usually from 53.6 µM), for inactives: at the top dose activity, negative = inhibition, actives largely listed as inhibitors | hit rate 3.5% among 310,000;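 also: Gal4-VP16 expression switched on by copper sulfate through the metallothionein promoter; % is scaled to controls: 0 for no effect and ±100 for the full control effect; nearly all actives have a fitted effect of over 50% in size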
MBNL1-CUG inh – inhibitors of human MBNL1 binding to CUG repeat RNA. TR-FRET MBNL1-His/biotin-(CUG)12 binding, 665/545 ratio. AID 2675. hit rate 0.036% among 280,000. Potency, µM (highest dose often 57.5 µM), without a hit: top-dose activity change, negative = inhibition, most hits filed as inhibitors; active = well fitted inhibition curve with a large enough effect in the signal ratio, with a control signal flat, not every such curve was filed as active; inconclusive = small, poorly fitted or top-dose-only effect, or effect the other way, or a change in a side signal; inactive = no such curve, though single readings can be large or run the other way; the % refers to the signal ratio; also: % is scaled to controls: 0 for no effect and ±100 for the full control effect
Target sequence (Q9NR56 whole entry, looked up): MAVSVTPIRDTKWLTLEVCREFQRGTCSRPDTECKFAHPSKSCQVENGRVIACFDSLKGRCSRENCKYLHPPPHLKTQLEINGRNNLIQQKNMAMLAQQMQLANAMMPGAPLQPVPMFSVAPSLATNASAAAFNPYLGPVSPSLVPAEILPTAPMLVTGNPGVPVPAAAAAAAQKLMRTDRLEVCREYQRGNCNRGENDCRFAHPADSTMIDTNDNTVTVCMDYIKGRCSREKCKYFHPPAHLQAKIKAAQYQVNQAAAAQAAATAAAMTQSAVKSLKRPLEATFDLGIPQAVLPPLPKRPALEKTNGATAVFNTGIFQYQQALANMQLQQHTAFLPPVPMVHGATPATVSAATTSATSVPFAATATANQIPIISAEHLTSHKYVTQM
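TR-FRET readout: Ex 340 nm, 665/545 nm emission ratio, normalized to buffer-only (basal) and MBNL1-(CUG)12 controls. Complex of MBNL1-His with Biotin-(CUG)12, compounds 92 nM–58 uM, incubated 60 min at room temperature.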
NPC1 promoter act – activators of NPC1 promoter; Potency, µM (series often up to 9.22 µM), for the others: top-dose activation, actives largely listed as activators; AID 485313; Huh7 NPC1 promoter luciferase reporter, 24 h; hit rate 2.4% among 320,000;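 also: % of control where 0% means no effect; nearly all actives have a fitted effect of over 60% in size; reporter is driven by a mutant NPC1 promoter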
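Quantitative HTS used a cell-based reporter: Huh7 cells stably bearing the NPC1 promoter upstream of luciferase were treated with compounds for 24 h, and promoter activation was read as luminescence.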
Active calls of the source: *; u = inconclusive; x = no result given; [ ] = remark or other dose. Unless noted, calls follow the shape of the dose curve; as a rule, active = well fitted curve in the direction sought with a large enough effect; inconclusive = small, poorly fitted or top-dose-only effect, or another doubt; inactive = no such curve, though single readings can be large; an effect the other way counts as inactive or inconclusive. Potency is read from the fitted curve at half-maximal effect.

Value order – p53 reactivation	FLuc modulator	BRCA1 expr act	Rab9 prom act	MLL CXXC-DNA inh	ELG1 genotox	uPA generation	RORg inh	VP16 counter	MBNL1-CUG inh	NPC1 promoter act
[1] Cc1ccc(C(=O)Nc2ccccc2SCC2CSc3nc4ccccc4c(=O)n32)cc1 (stereo not drawn)
  -5%	4%	4%	-1%	-4%	-6%	-4%	u	-15%	-5%	-5%
[2] COCCNC(=O)COC(=O)c1nsc(Cl)c1Cl
  3%	0%	-25%	-9%	-3%	-3%	6%	-1%	-1%	-9%	-3%
[3] O=C(O)CCC(NC(=O)C(Cc1ccc2c(c1)OCO2)NC(=O)c1ccccc1)C(=O)O (stereo not drawn)
  5%	-2%	x	-2%	4%	2%	x	13%	0%	-2%	8%
[4] Cc1cc(C)cc(-n2nnc(C(=O)NCc3ccco3)c2N)c1
  0%	3%	1%	2%	1%	-2%	-1%	u	u	u	-1%
[5] Cc1c(NC(=O)c2ccc(Cl)nc2)cccc1-c1nc2cccnc2s1
  -1%	13µM*	0%	-3%	0%	-10%	3%	u	-2%	4%	3%
[6] O=C(COC(=O)CCNS(=O)(=O)c1ccccc1)NNC(=O)c1ccccc1
  0%	1%	12%	1%	x	0%	5%	x	x	x	-3%
[7] CCC(Sc1ccc2nnc(-c3ccc(F)cc3)n2n1)C(=O)OC (stereo not drawn)
  -7%	-1%	-1%	-13%	10%	1%	x	20µM*	0%	5%	1%
[8] COc1cccc(-c2nnc(-c3ccc(C(F)(F)F)cc3)o2)c1
  u	u	13µM*	u	-4%	u	4%	15%	20%	3%	u
[9] CC(Sc1nnc(COc2ccc([N+](=O)[O-])cc2)n1-c1ccccc1)C(=O)O (stereo not drawn)
  3%	-9%	6%	-6%	-3%	4%	3%	4%	4%	11%	-2%
[10] CCN(CC)CCNC(=O)c1cn(C)c2ccc(S(=O)(=O)N(C)C3CCCCC3)cc2c1=O
  14%	5%	4%	-10%	9%	7%	-8%	6%	1%	-11%	-3%
[11] Cc1ccc(S(=O)(=O)N(C)C)cc1NC(=O)COC(=O)C1COc2ccccc2O1 (stereo not drawn)
  2%	1%	27%	13%	-4%	0%	6%	2%	1%	-3%	-4%
[12] O=C(c1cccnc1)N1c2ccccc2Sc2ccccc21
  -5%	-12%	-30%	-10%	-4%	-4%	2%	-11%	11%	8%	1%
[13] O=C(N/N=C/c1cccc(Br)c1)c1ccc(N2CCCC2=O)cc1
  1%	u	-62%	-1%	-4%	-37%[inhibitor]	x	-9%	3%	7%	-8%
[14] O=c1c2ccccc2nc(SCc2ccc([N+](=O)[O-])cc2)n1CCCO
  1%	2%	-80%	-7%	-6%	-2%	-6%	16%	-1%	25%	-2%
[15] Clc1cccc(-c2ccc(CNCCCN3CCOCC3)o2)c1
  -2%	-1%	-3%	3%	-8%	0%	-1%	-13%	-5%	-6%	3%

Next part; it opens with the two that closed the last part.
Value order – p53 reactivation	FLuc modulator	BRCA1 expr act	Rab9 prom act	MLL CXXC-DNA inh	ELG1 genotox	uPA generation	RORg inh	VP16 counter	MBNL1-CUG inh	NPC1 promoter act
[14] O=c1c2ccccc2nc(SCc2ccc([N+](=O)[O-])cc2)n1CCCO
  1%	2%	-80%	-7%	-6%	-2%	-6%	16%	-1%	25%	-2%
[15] Clc1cccc(-c2ccc(CNCCCN3CCOCC3)o2)c1
  -2%	-1%	-3%	3%	-8%	0%	-1%	-13%	-5%	-6%	3%
[16] CCc1nnc(NC(=O)CSc2nnc(CNc3ccc(C)cc3)n2C)s1
  2%	-17%	-9%	0%	3%	0%	-9%	1%	1%	-4%	0%
[17] COCCNC(=S)N/N=C(\C)c1ccc(O)cc1
  -4%	2%	-20%	0%	-3%	0%	-2%	22µM*	u	-8%	-2%
[18] Cc1ccc(COc2ccc3c(c2)OCO3)cc1
  u	1.2µM*	u	4µM*	-4%	u	3%	-34%	-6%	-1%	2.2µM*
[19] O=C(COC(=O)C1CC1)Nc1ccc(Cl)cc1Cl
  11%	u	5%	-2%	x	1%	6%	x	x	x	-4%
[20] Cc1nnc(SCC(=O)N2CCCCC2)s1
  x	-32%	29%	6%	-1%	9%	x	2%	-2%	u	4%
[21] COc1cccc([C@@H]2CC=C(C(=O)O)[C@H](c3ccccc3F)N2S(=O)(=O)c2ccc(C)cc2)c1
  13%	1%	-2%	-1%	x	1%	-2%	x	x	x	-8%
[22] O=C(CCC1CCCN(Cc2cccc3c2OCO3)C1)NCc1ccc(F)c(F)c1 (stereo not drawn)
  -2%	-1%	0%	-5%	-14%	-5%	4%	0%	3%	3%	-3%
[23] CC1Sc2ccc(S(=O)(=O)N3CCC(C(=O)N4CCN(C)CC4)CC3)cc2NC1=O (stereo not drawn)
  2%	1%	29%	5%	15%	0%	3%	5%	9%	-8%	-1%
[24] O=C(NC1CCCc2ccccc21)c1ccccc1 (stereo not drawn)
  -1%	3%	1%	-3%	2%	3%	-1%	23%	0%	6%	-3%
[25] CC(Cl)C(=O)N1c2ccccc2CCc2ccccc21 (stereo not drawn)
  2%	0%	-12%	2%	-5%	-5%	-17%	9%	-2%	-9%	-2%
[26] Cc1nnc(CN(C)C(=O)c2cc(COc3ccc(F)cc3Cl)on2)o1
  u	12µM*	u	2.8µM*	31%	u	-3%	9%	4%	2%	2.5µM*
[27] Cn1c(SCC(=O)N2CCc3ccccc32)nnc1C1CC1
  0%	6%	17%	1%	6%	4%	1%	-7%	8%	4%	2%
[28] CC(=O)N/C(=C\c1ccccc1)C(=O)OC(C)C(=O)Nc1ccccc1F (stereo not drawn)
  4%	0%	2%	4%	x	-5%	-12%	x	x	x	1%
[29] COc1ccc(Cc2nnc(NC(=O)C(C)C)s2)cc1
  0%	7%	-23%	-2%	0%	1%	-3%	-15%	-17%	-2%	1%
[30] CN(Cc1cc2ccccc2[nH]c1=O)S(C)(=O)=O
  1%	7%	2%	-2%	9%	-3%	x	-14%	-8%	-12%	-1%
[31] CN(C(=O)c1ccc2c(c1)OCO2)C1(C)CCS(=O)(=O)C1 (stereo not drawn)
  1%	4%	-3%	-3%	x	3%	4%	x	x	x	-1%
[32] O=C(c1cc(-c2ccccc2)on1)N1CCCCCC1
  -18%	9.5µM*	1.8µM*	3.5µM*	-4%	2.3µM*	3%	-18%	2%	-5%	1.4µM*
[33] CCOCCCNS(=O)(=O)c1ccc(NC(=O)c2ccccc2)cc1
  1%	-2%	-42%	-8%	1%	2%	7%	u	-19%	-3%	-5%
[34] O=C(O)C1(c2ccccc2)CCN(S(=O)(=O)c2cccc(Cl)c2)CC1
  -2%	3%	-13%	-1%	2%	-4%	-1%	-5%	3%	-2%	-3%
[35] COc1cc(C(=O)Nc2ccc(S(=O)(=O)Nc3cc(C)nc(C)n3)cc2)cc(OC)c1OC
  4%	-5%	-8%	-5%	6%	8%	x	7%	-12%	-6%	-3%
[36] Cc1ccc2c(COC(=O)c3c(C)noc3C)cc(=O)oc2c1
  -1%	u	11%	5%	4%	3%	-1%	-5%	1%	x	-22%
[37] O=C(NC(=S)NCCc1ccccc1)c1ccco1
  u	u	71%	u	-10%	9%	1%	6.3µM*	u	3%	28%
[38] Cc1ccnc(NC(=S)NC(=O)c2cncc(Br)c2)c1
  u	u	20%	u	6%	u	17%	u	u	x	u
[39] COc1ccc(NC(=O)C2CCCN2S(=O)(=O)c2ccc3c(c2)CCC(=O)N3)c(OC)c1 (stereo not drawn)
  2%	-5%	-1%	0%	1%	12%	11%	u	8%	-4%	-2%
[40] Cc1cccc(C(C)C)c1NC(=O)c1c(-c2ccccc2)noc1C
  -5%	1%	-1%	5%	2%	-7%	-6%	-9%	-5%	1%	-3%
[41] COc1ccc(C)cc1NC(=O)CC(NC(C)=O)c1ccccc1 (stereo not drawn)
  0%	-1%	1%	2%	-6%	-10%	2%	20%	u	x	-4%
[42] CSc1nc(S(=O)(=O)c2ccccc2)c(Cl)s1
  0%	0%	11%	-4%	u	-5%	-13%	-1%	-7%	8%	-1%
[43] COc1ccc(/C=N/N=C2/NC(=O)C(CC(=O)O)S2)cc1OCc1ccc(Cl)cc1 (stereo not drawn)
  9%	-5%	1%	u	-6%	3%	2%	36%	-2%	16%	0%
[44] Cc1cccc(NC(=O)CCN2CC(C)OC(C)C2)c1 (stereo not drawn)
  -1%	-2%	2%	2%	11%	-4%	4%	-11%	-3%	-1%	2%
[45] Cc1ccc(CN2CCN(/N=C/c3cccn3C)CC2)c(C)c1
  3%	4%	-6%	1%	0%	-2%	8%	-22%	22%	-4%	-2%
[46] CCOc1cc(C(=O)Nc2ncccn2)cc(OCC)c1OCC
  -1%	1%	-4%	-6%	2%	0%	4%	20%	-7%	-9%	0%

Bioassay records from PubChem BioAssay.

The list is partial; count on the stated rates, not on these rows.
